Screening data deposited in PubChem BioAssay by several laboratories.
NOD2 RIPK2 PPI: blocks binding of human NOD2 to RIPK2 | O43353 | CHO BLA complementation NOD2-RIPK2, CCF4 ratio | inhibition, % at 4.98 µM | 360,000 tested, 0.38% active | AID 624267; in the data active means inhibition above about 21%;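 further: 0% = vehicle only and 100% = reference blocker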
MC4R ag barr: human MC4R agonism via beta-arrestin; U2OS MC4R beta-arrestin complementation, luminescence; percent of melanotan II response, DMSO zero; 360,000 tested, 0.98% active; AID 540308; activation, % at 8.9 µM;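 active means activation above a per-plate cutoff, the mean activation of sample wells on that plate plus 3 SD, cut at about 8% in these data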
MC4R antagonist: blocks human MC4R cAMP signaling. P32245. MC4R-expressing cells, MTII-stimulated cAMP, LANCE TR-FRET. inhibition, % at 6.5 µM. 360,000 tested, 0.48% active;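 active means inhibition above its plate's cutoff, the mean of tested wells on that plate plus 3 SD, cut at about 29% in these data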;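 further: 0% = Melanotan II alone and 100% = Melanotan II plus saturating MCL0020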
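Material: U2OS-MC4R stable cell line | Reagent: Melanotan II challenge after compound preincubation | Doses: One concentration, 6.5 µM nominal | Incubation: 30-min compound preincubation, 1-h Melanotan II challenge, 1-h detection, room temperature | Signal: TR-FRET cAMP assay | Replicates: One well per compound, no replicates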
m5-HT2A agonist: agonists of mouse serotonin 5-HT2A receptor (HTR2A); CHO-K1 mHTR2A beta-arrestin complementation, luminescence; percent of 30 µM serotonin response; activation, % at 7.6 µM; 360,000 tested, 0.66% active; AID 624169;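 active means activation above a run cutoff, the mean activation of all tested compounds plus 3 SD, cut at about 14% in these data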;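 further: 0% = plate median of compound wells and 100% = 30 µM serotonin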
TLR9-MyD88 inh: inhibitors of human TLR9-MyD88 binding; Q9NR96+Q99836; CHO BLA complementation TLR9-MyD88, CCF4 FRET ratio; inhibition, % at 4.98 µM; 340,000 tested, 0.21% active; AID 504734;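 active means inhibition above the mean over all tested compounds plus 3 SD, cut at about 21% in these data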;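 further: 0% = DMSO only wells and 100% = clavulanate BLA inhibitor control wells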
NCOA2 inhibitor: inhibits human steroid receptor coactivator 2. 370,000 tested, 0.17% active. Q15596. inhibition, % at 9 µM. HEK293 GAL4-SRC2 luciferase reporter, luminescence;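 active means inhibition above the mean inhibition of all tested compounds plus 3 SD, set per campaign, cut at about 52% in these data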;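 further: 0% = DMSO treated cells and 100% = cells given Gossypol at 36 µM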
Target sequence (Q15596 whole entry, looked up, the tested form may be a part): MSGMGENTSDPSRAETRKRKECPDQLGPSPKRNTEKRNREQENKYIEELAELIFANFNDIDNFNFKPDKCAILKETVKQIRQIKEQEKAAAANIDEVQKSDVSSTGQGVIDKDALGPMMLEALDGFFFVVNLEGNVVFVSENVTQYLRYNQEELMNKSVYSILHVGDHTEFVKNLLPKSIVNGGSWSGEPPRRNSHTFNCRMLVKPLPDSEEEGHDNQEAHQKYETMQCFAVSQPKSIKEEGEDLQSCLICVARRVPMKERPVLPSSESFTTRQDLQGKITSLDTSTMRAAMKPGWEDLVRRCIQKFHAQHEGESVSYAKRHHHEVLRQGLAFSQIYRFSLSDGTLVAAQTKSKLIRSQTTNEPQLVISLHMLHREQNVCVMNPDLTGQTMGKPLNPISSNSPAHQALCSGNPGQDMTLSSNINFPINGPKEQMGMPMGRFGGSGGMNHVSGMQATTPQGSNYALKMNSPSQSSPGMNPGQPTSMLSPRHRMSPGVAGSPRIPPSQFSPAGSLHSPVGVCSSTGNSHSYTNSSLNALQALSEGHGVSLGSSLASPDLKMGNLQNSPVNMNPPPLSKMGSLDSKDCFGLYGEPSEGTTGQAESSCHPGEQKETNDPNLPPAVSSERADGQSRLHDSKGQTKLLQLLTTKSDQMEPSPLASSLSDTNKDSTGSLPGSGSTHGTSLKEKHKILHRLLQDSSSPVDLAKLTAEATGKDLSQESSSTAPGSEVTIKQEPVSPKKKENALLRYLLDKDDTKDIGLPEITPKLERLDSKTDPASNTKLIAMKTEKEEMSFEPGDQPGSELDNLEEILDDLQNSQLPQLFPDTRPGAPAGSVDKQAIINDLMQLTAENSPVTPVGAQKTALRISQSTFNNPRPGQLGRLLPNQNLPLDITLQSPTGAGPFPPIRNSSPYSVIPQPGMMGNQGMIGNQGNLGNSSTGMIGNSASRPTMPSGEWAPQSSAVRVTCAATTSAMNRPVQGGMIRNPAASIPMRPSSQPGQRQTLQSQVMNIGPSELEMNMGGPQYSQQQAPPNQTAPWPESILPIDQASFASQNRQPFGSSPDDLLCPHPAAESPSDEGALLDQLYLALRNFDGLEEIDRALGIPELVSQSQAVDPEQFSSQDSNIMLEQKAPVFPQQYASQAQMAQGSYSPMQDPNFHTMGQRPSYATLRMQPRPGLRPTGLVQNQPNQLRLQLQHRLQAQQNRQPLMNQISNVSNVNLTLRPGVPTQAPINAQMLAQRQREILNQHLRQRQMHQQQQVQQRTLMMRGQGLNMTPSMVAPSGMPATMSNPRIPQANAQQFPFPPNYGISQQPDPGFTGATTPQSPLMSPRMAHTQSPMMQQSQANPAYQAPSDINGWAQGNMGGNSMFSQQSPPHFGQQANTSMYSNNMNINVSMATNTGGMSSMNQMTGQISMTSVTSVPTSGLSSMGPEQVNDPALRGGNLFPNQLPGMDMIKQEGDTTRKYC
ABCB6 inh 2: blocks the human ABCB6 transporter | Q9NP58 | fluorescence ratio to DMSO, % at 10 µM | K562-ABCB6 porphyrin accumulation, flow cytometry, 1 h; stronger effect = lower value | 360,000 tested, 0.19% active | AID 602162;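 active means fluorescence ratio to DMSO below 75%, the collection mean minus 3 SD; inconclusive means too few cells collected in the well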;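 further: signal is porphyrin accumulated inside mitochondria; 100% equals median channel fluorescence of DMSO control wells; lower ratio means ABCB6 inhibition with less porphyrin fluorescence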
Glyco luc inh: blocks N-linked glycosylation in D54 reporter cells | reporter increase, % at 12.5 µM | D54 ERlucT glycosylation luciferase reporter, 24 h; percent of 100 nM tunicamycin response | 360,000 tested, 0.23% active | AID 588692;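 active means mean luciferase reporter signal, scaled so untreated is 0 and the glycosylation-blocking control 100, at or above a set limit in every replicate; inconclusive means mean reaches the limit but not every replicate does; inactive means mean below the limit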;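 further: luciferase carries N-glycosylation sites so blocking glycosylation raises the light; 0% = median of neutral control wells and 100% = median of 100 nM tunicamycin wells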
ABHD5 PLIN5 PPI: ABHD5-PLIN5 protein interaction inhibition; Q00G26+Q8WTS1; Split G. princeps luciferase complementation, luminescence, 4 h; inhibition, % at 4 µM; 360,000 tested, 0.78% active;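 active means inhibition above the mean inhibition across every tested compound plus 3 SD, cut at about 22% in these data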;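 further: 0% = DMSO only wells and the 100% control is not disclosed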
Cardio protect: modulators protecting cardiomyocytes from myocardial damage. AID 588492. 360,000 tested, 0.63% active. protection from H2O2 cell death, % at 20 µM. H9c2 cardiomyocytes, H2O2 injury protection, ATPLite, 2 h;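 active means compounds giving at least 50% protection of heart cells from peroxide-induced death in the single-dose screen, raw or plate-pattern-corrected value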;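 further: 0% = DMSO wells with peroxide and 100% = DMSO wells without peroxide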
* marks the source's active call; other numbers are inactive results; ? = inconclusive; . = no result given. Only part of the results is shown. The share of hits here may be higher or lower than overall.

SMILES	NOD2 RIPK2 PPI	MC4R ag barr	MC4R antagonist	m5-HT2A agonist	TLR9-MyD88 inh	NCOA2 inhibitor	ABCB6 inh 2	Glyco luc inh	ABHD5 PLIN5 PPI	Cardio protect
COc1ccc(N2CCN(C(=O)C3CCN(S(=O)(=O)N4CCOCC4)CC3)CC2)cc1	-3	-1.1	0	1	-4	20	102	2	-7	-9
CCCCNC(=O)CCn1c(=O)c2ccccc2n(Cc2cc(C)ccc2C)c1=O	1	0.0	3	2	-6	-8	98	0	7	-4
COc1ccccc1CNC(=O)COC(=O)COc1ccccc1Cc1ccccc1	-4	-0.3	7	3	-5	-6	98	0	0	4
CC(=O)NC(CC(=O)Oc1ccc(C)cc1Br)c1ccccc1 (stereo not given)	-16	-1.1	8	2	3	8	92	-1	-6	6
COc1cc(NS(=O)(=O)c2ccc(NC(C)=O)cc2)cc(OC)c1	-3	-0.4	11	3	0	12	92	-1	9	-10
O=C(CN1C(=O)NC2(CCCCC2)C1=O)NCCCSc1ccccc1	2	-2.4	3	1	14	8	83	2	0	10
O=C(Nc1ccc(Br)cc1)C1CCN(c2cnccn2)CC1	-8	-0.8	-2	-7	-6	5	99	-4	4	-1
Cc1cc(C)n2nc(Nc3ccccc3)cc2n1	2	1.8	4	-2	-1	-49	88	2	-1	-4
O=[N+]([O-])c1ccc(C=Nc2ccc(Cl)c([N+](=O)[O-])c2)s1	-2	-4.7	2	-5	0	-20	103	?	-14	-18
COc1ccc(S(=O)(=O)N(C)C)cc1NC(=O)COC(=O)Cn1cnc2ccccc2c1=O	4	-1.2	22	-9	0	14	98	3	-1	-2
COc1ccc(Cc2nnc(SCC(=O)N3CCCC(C)C3)o2)cc1 (stereo not given)	-3	-2.7	6	-5	-18	12	100	1	-7	-11
Cc1ccc(NC(=O)c2ccc(C(C)(C)C)cc2)cc1[N+](=O)[O-]	-11	-2.2	-5	-4	0	-23	99	4	-10	-16
CC1CCCCN1S(=O)(=O)c1ccc(-n2cnnn2)cc1 (stereo not given)	-6	-2.4	10	-1	0	0	99	0	3	4
CCOC(=O)c1c(C)[nH]c(N=Nc2ccccc2Cl)c1C	5	-0.9	8	-3	1	-14	102	-10	-6	-16
CC(=O)N1CCc2cc(NC(=O)C3(C)CCN3Cc3ccc(C(C)C)cc3)ccc21 (stereo not given)	4	-0.5	10	4	.	-1	104	-3	-5	3
COc1cc(C2C(C(=O)c3ccco3)=C(O)C(=O)N2Cc2cccnc2)cc(OC)c1OC (stereo not given)	-2	0.2	3	4	-2	.	100	4	-1	-3
O=C(c1ccc(Cl)cc1)C1CCN(Cc2ccccc2)CC1	-8	1.4	20	-5	-6	14	106	1	0	-3
Cc1c(C(C)CCCO)oc(=O)c2c1Oc1c(C)c(C(C)C[C@H](C)O)oc(=O)c1C2 (stereo not given in full)	-2	0.1	5	0	2	-24	97	4	13	11
CCC(=O)N1CCC2(CC1)Oc1ccc(Cl)cc1C(=O)C21CC(c2ccccc2)=NO1 (stereo not given)	-11	-0.8	10	2	3	3	98	-3	2	15
O=C(COC(=O)CCCNC(=O)c1ccc(Cl)cc1)Nc1ccc(Br)cc1	10	-2.3	5	0	11	-5	101	1	-2	2
Cc1ccc(C(=O)N2CCC(C(=O)c3ccc(F)cc3)CC2)cc1	-17	-1.6	-5	2	3	8	103	-5	0	7
O=C(Nc1cccc(S(=O)(=O)N2CCCC2)c1)c1cccnc1	-13	-2.5	-4	6	-13	-6	97	.	-1	-2
CC(C)CCNC(=O)CN(CC1CCCO1)C(=O)CCC(=O)Nc1nccs1 (stereo not given)	-13	1.1	-3	1	4	-16	91	2	16	-1
CC(=O)N1CCN(c2ccccc2NC(=O)c2ccc(Br)o2)CC1	-8	-3.7	5	4	6	-19	97	0	4	9
C[C@H]1CNC(=O)c2c(C(=O)N3CCN(C(=O)OC(C)(C)C)CC3)ncn21	-5	.	.	-4	.	13	88	-3	3	-7
COCCOC(=O)/C(=C/c1ccc(OC(=O)c2ccccc2)cc1)C(C)=O	-5	2.0	19	0	-3	.	95	2	7	1
COc1cccc2cc(C(=O)N3CCN(c4ccccn4)CC3)c(=O)oc12	-1	1.3	7	0	-7	-3	99	0	3	6
CCN(CC(=O)NCc1cccs1)C(=O)c1cc(S(=O)(=O)N2CCOCC2)ccc1C	-8	-1.2	8	-1	5	-5	99	0	-5	1
O=C(CCN1CCN(c2ccccc2F)CC1)Nc1ccc(F)cc1	0	-0.6	14	-1	-10	-44	104	1	-3	-5
COc1ccc(Br)cc1S(=O)(=O)NCc1ccccc1	2	-1.7	26	5	-7	-19	98	0	1	-3
COc1ccc(OC)c(NC(=O)CCC(=O)Oc2ccc(C)cc2)c1	-12	-1.7	8	1	-8	-15	100	3	0	-2
O=C(Nc1cccc(-n2cnnn2)c1)c1ccccc1Br	-10	-0.9	7	2	5	-1	100	3	2	0
Cc1cc(=O)oc(C)c1C(=O)O	-3	-0.7	-5	5	-5	-1	92	2	-7	-1
O=c1nc(N/N=C/C=C/c2ccccc2)cn[nH]1	-2	-0.2	-18	-4	7	-45	96	-15	-2	-5
COc1ccc(CCNC(=O)C2C3CCC(C3)C2C(=O)O)cc1OC (stereo not given)	2	0.0	5	0	6	-36	96	2	3	4
CC(C)OCCCNC(=O)CN1C(=O)c2cccc3cccc1c23	-2	2.0	-4	3	-11	27	94	1	8	2
CC(=O)Nc1nonc1NC(=O)c1ccc(F)cc1	9	-0.2	0	1	-5	9	97	0	1	-1
COc1ccccc1NC(=O)CSc1nnc(Cn2nnc(-c3ccccc3)n2)n1-c1ccccc1	-6	-0.7	2	-3	-2	-18	93	-2	8	-8
Cc1cc(C)cc(C(=O)NCC(=O)OCc2c(C)noc2C)c1	4	-2.5	1	-1	8	-8	98	4	1	12
COCc1nc2ccccc2n1CCc1ccccc1	-1	-0.4	-9	-1	2	-5	97	2	1	-4
Cc1cccc(C)c1NC(=O)CN(C)C(=O)CC1CC2CCC1C2 (stereo not given)	-4	-2.7	9	5	-3	1	96	-1	3	3
CCN(CC)S(=O)(=O)c1ccc(O)c(NC(=O)CN2CCc3ccccc3C2)c1	-3	-1.3	0	-2	-3	-12	101	-1	-5	-11
COCc1cc(C)nc(SCC(=O)Nc2nc(C)cs2)c1C#N	0	-0.1	5	9	-5	-6	87	-15	3	-2
COc1ccc(NC(=O)CN(C)C(=O)c2ccc(NS(=O)(=O)c3ccc(F)cc3)cc2)cc1	4	-3.6	2	0	0	-14	103	-1	-10	0
Nc1sc2c(c1C(=O)NC1CCS(=O)(=O)C1)CCC2 (stereo not given)	1	-1.4	4	3	4	.	99	1	-16	3
COc1ccc(OC)c(C(C)NC(=S)NC2CCCCC2)c1 (stereo not given)	-11	-3.0	-2	-9	-2	15	98	-2	-4	-1
O=c1c2ccccc2nc2n1CCS2	0	-2.1	1	-2	-18	-3	104	-1	0	6
COc1ccc2c(c1)CCC/C2=N\OC(=O)c1ccccc1F	5	-0.4	14	-2	-4	5	96	-1	-5	-6
O=C1CCCC2=C1C(c1ccc(OS(=O)(=O)c3ccc(Cl)cc3)cc1)C1=C(CCCC1=O)O2	-3	-3.3	0	-3	-9	15	89	-2	-1	2
COc1ccc(NC(=O)CSc2nccn2-c2ccccc2)cc1	-19	0.6	1	-4	-13	-17	103	-3	-9	1
Cc1cc(NC(=O)COC(=O)[C@@H]2CCCN2C(=O)c2cccs2)no1	-11	2.1	15	3	-7	14	97	1	-7	-4
O=C(NCc1cccnc1)c1ccc(CS(=O)(=O)c2ccc(Cl)cc2)o1	-18	-1.1	13	1	-3	12	103	-1	1	-5
CC(C)C[C@@]12C(=O)N(c3cccc(Cl)c3)C(=O)N1[C@H](c1ccc(Br)cc1)[C@@H]1C(=O)N(C(C)(C)C)C(=O)[C@@H]12	-10	1.9	5	2	1	14	94	1	-8	-4
COc1ccc(CCNC(=O)c2ccc(=O)[nH]c2)cc1	4	-0.1	0	3	-2	-16	98	3	3	0
Cc1cc(C)c2c(=O)n(CC(=O)N3CCC(N4CCCCC4)CC3)sc2n1	-3	-0.9	-3	6	-3	2	94	2	34*	17
CC1CCCC(NC(=O)COC(=O)c2ccc(S(=O)(=O)N3CCOCC3)cc2)C1C (stereo not given)	4	-1.7	5	2	5	-4	92	1	0	14
Cn1nc(C(=O)N2CCCCC2)c2c1-c1ccccc1S(=O)(=O)C2	4	-1.0	13	-6	11	10	97	3	0	-1
CCOC(=O)C1CCCN(C2CC(=O)N(c3ccc(C)cc3)C2=O)C1 (stereo not given)	-4	-0.4	11	7	-2	13	97	1	10	1
CCCCn1c(-c2nn(C)c(C)c2Cl)n[nH]c1=S	3	-0.9	4	-5	14	-7	97	1	-3	1
COc1ccccc1NC(=O)CNC(=O)Cn1c(C)cc2ccccc2c1=O	-15	0.6	4	-7	-8	-24	99	2	13	-11

Further structures
SMILES	NOD2 RIPK2 PPI	MC4R ag barr	MC4R antagonist	m5-HT2A agonist	TLR9-MyD88 inh	NCOA2 inhibitor	ABCB6 inh 2	Glyco luc inh	ABHD5 PLIN5 PPI	Cardio protect
CCOC(=O)c1nnn(-c2nonc2N)c1COc1cc(C)c(Cl)c(C)c1	1	-0.8	3	3	1	1	86	-1	-13	-18
Cc1ccc(-c2nc(C)sc2CC(=O)Nc2nnc(C)s2)cc1	0	2.4	-5	3	-5	12	105	1	10	5
Cc1cc(=O)[nH]c(N/N=C/c2c(C)nn(-c3ccccc3Cl)c2Cl)n1	-3	-0.8	-7	2	5	-14	87	-7	-4	8
COc1ccc(-c2nc(C#N)c(NC(C)C)o2)cc1	-4	3.3	16	7	1	-43	105	0	2	-10
O=C(CCN1CCN(CCO)CC1)Nc1cccc(Br)c1	-3	-1.0	12	-2	-1	13	99	0	-2	6
CC(=O)c1cc(NC(=O)c2cccc(C(F)(F)F)c2)c(=O)oc1C	5	-2.5	16	4	.	-20	94	12	16	1
N#C/C(=C\c1ccc(N2CCOCC2)o1)C(=O)Nc1ccc(O)cc1	-7	-2.0	-35	-6	.	-146	104	-1	12	3
O=C(CCc1nnc(CCC2CCCCC2)o1)NCCc1ccccn1	3	-1.6	4	1	-2	-16	96	3	-3	4
C/C(N)=C(/C#N)C(=O)CN1CCCCC1	-9	-0.3	7	-4	3	4	103	1	-2	18
CCC1(c2ccc(C)cc2)NC(=O)N(C(C)C(=O)Nc2ccc(N3CCOCC3)cc2)C1=O (stereo not given)	-15	0.7	2	2	1	-4	92	4	3	-2

Nothing new here: an excerpt of the list.
SMILES	NOD2 RIPK2 PPI	MC4R ag barr	MC4R antagonist	m5-HT2A agonist	TLR9-MyD88 inh	NCOA2 inhibitor	ABCB6 inh 2	Glyco luc inh	ABHD5 PLIN5 PPI	Cardio protect
O=C(CCN1CCN(CCO)CC1)Nc1cccc(Br)c1	-3	-1.0	12	-2	-1	13	99	0	-2	6
CC(=O)c1cc(NC(=O)c2cccc(C(F)(F)F)c2)c(=O)oc1C	5	-2.5	16	4	.	-20	94	12	16	1
